Spn PMK inh – S. pneumoniae PMK inhibition. inhibition, % at 10 µM. purified PMK, PK/LDH-coupled NADH absorbance 340 nm. 0.49% of 65,000 active;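 active means top-ranked compounds by inhibition in the single 10 µM screen, taking a fixed number of the strongest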;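 further: 0% = full reaction with DMSO carrier and 100% = background rate without enzyme reaction; no value below 0 was filed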
LYP phosphatase – LYP phosphatase inhibitors, primary screen, biochemical, DiFMUP fluorescence, recombinant catalytic domain, 10 µM (AID 606); recombinant LYP catalytic domain, DiFMUP fluorescence; higher % means a stronger effect; inhibition, % at 10 µM, or IC50 in µM where a hit was titrated; 52,000 tested, under 10 active;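 active means IC50 under 40 µM in the dose-response test; inactive means IC50 of 40 µM or more, or never dose-tested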
HPDE-C7 viability – HPDE-C7 pancreatic duct cell viability loss – fluorescence, HTS (AID 430). HPDE-C7 pancreatic duct cells viability, fluorescence; higher % means a stronger effect. 1.8% of 63,000 active. one-dose cytotoxicity, % at 10 µM; EC50 in µM for titrated hits;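 further: cells exposed to compound for 48 hours before viability readout; 0% = vehicle and 100% = reference cytotoxic drug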
Spn MK inh – blocks S. pneumoniae mevalonate kinase; purified MK, PK/LDH-coupled NADH absorbance 340 nm; inhibition, % at 10 µM; 0.48% of 65,000 active;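 active means ranked among the strongest by inhibition in the single 10 µM screen, a fixed top-ranked set picked for dose follow-up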; further: no value below 0 was filed
Bfl-1 inhibitors – displacement of Bid BH3 peptide from Bfl-1 – biochemical, fluorescence polarization, FITC-Bid, mouse, primary screen (AID 432) | FITC-Bid BH3 peptide fluorescence polarization displacement; higher % means a stronger effect | displacement, % at 20 µM, or IC50 in µM where a hit was titrated | 0.02% of 64,000 active; in the data active means a potency from the dose series; inactive means the rest, 99 in 100 with displacement below about 15%; further: strong numbers were not always called active
Spn DPM-DC inh – inhibitors of Streptococcus pneumoniae diphosphomevalonate decarboxylase; purified DPM-DC, PK/LDH coupled NADH fluorescence; calls only at 10 µM; 0.49% of 65,000 active;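 active means the 320 compounds with the highest percent inhibition in the single-dose primary screen, excluding strongly autofluorescent ones, cut at about 32% in these data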;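 further: kinetic rate of NADH fluorescence loss reporting ADP formed by the decarboxylase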
HT1080 viability – HT1080 cell viability loss – fluorescence readout (AID 620); 0.42% of 87,000 active; HT1080 viability, fluorescence; higher % means a stronger effect; cytotoxicity, % at 10 µM; hits with a dose series show EC50 in µM;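 further: cells exposed to compound overnight then 4 h with Alamar Blue; 0% = vehicle DMSO and 100% = killing control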
Alkaline phosphatase – human TNAP enzyme inhibitors, biochemical, luminescent (AID 518); purified TNAP enzyme, luminescent substrate readout; higher % means a stronger effect; inhibition, % at 20 µM; hits with a dose series show IC50 in µM; 0.09% of 64,000 active; in the data active means a potency from the dose series; inactive means the rest, 99 in 100 with inhibition below about 22%;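 further: plate controls were vehicle for no effect and reference inhibitor for full effect; many of its hits are not listed in these tables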
HPDE-C7K KRASV12 – viability loss of HPDE-C7K cells – cell-based, fluorescence, HTS, primary screen (AID 431); HPDE-C7K KRASV12 cells, Alamar Blue viability, 48 h; higher % means a stronger effect; cytotoxicity, % at 10 µM, or EC50 in µM where a hit was titrated; 1.7% of 63,000 active;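 active means compounds whose percent cytotoxicity in the single-dose primary screen, scaled between solvent and toxic-drug controls, exceeds 50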;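 further: 0% = DMSO solvent wells and 100% = doxorubicin-treated wells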
Spn PMK inh pilot replicates – recorded beside Spn PMK inh, whose call it bears; inhibition, %; measured here: pilot screen replicates
Spn MK inh pilot replicates – recorded beside Spn MK inh, whose call it bears; inhibition, %; measured here: pilot screen replicates
Spn DPM-DC inh pilot screen % – recorded beside Spn DPM-DC inh, whose call it bears; inhibition, %; measured here: pilot screen trials
* hit, by the source's call; i = inactive; / = not tested or not shown; [ ] = another dose, or the depositor's remark. Unless noted, no stated cut-off is given here; in the data, active means cytotoxicity above about 50%; inactive means the rest.

The line under a structure holds: Spn PMK inh	Spn PMK inh pilot replicates	LYP phosphatase	HPDE-C7 viability	Spn MK inh	Spn MK inh pilot replicates	Bfl-1 inhibitors	Spn DPM-DC inh	Spn DPM-DC inh pilot screen %	HT1080 viability	Alkaline phosphatase	HPDE-C7K KRASV12
Cn1c(O)c(C(=O)c2ccccc2Cl)c(=O)n(C)c1=O
  5	/	13%	-7%	1	/	-2%	i	/	1%	14%	-13%
O=c1cccc2n1CC1CC2CN(Cc2c(F)cccc2Cl)C1 (stereo not given)
  0	/	3%	-4%	5	/	2%	i	/	-9%	9%	1%
CCC(=Nc1ccc(OC)cc1OC)c1c(O)[nH]c(=O)[nH]c1=O
  12	/	2%	8%	9	/	2%	i	/	-1%	3%	19%
O=C(COc1ccccc1)N1CCN(C2CCCC2)CC1
  16	/	13%	4%	11	/	2%	i	/	-4%	4%	-4%
C=CCn1c(O)c(C(C)=NCc2cccnc2)c(=O)[nH]c1=O
  1	4.0	4%	9%	6	0.5	2%	i	0.0	3%	13%	14%
CN1CCN(c2ccc(NC(=O)C(C)(C)C)cc2)CC1
  0	/	/	2%	14	/	7%	i	/	1%	4%	-2%
COc1ccc2nc(NC(=O)CCc3nc(C4=CCN(C)CC4)no3)sc2c1
  4	/	/	-12%	2	/	-6%	i	/	4%	6%	1%
COP(=S)(OC)SCN1C(=O)c2ccccc2C1=O
  11	/	8%	0%	4	/	-5%	i	/	33%	4%	3%
COc1ccccc1N1CCN(Cc2cccc(OC)c2O)CC1
  2	2.5	/	-3%	0	0.0	9%	i	0.0	1%	8%	10%
CCOC(=O)C1CCN(C(C)C(=O)c2c(C)[nH]c3cc(C)ccc23)CC1 (stereo not given)
  14	/	12%	3%	8	/	10%	i	/	10%	2%	11%
Cc1nonc1-c1nc(-c2nonc2N)n[nH]1
  11	/	11%	/	14	/	-1%	i	/	24%	7%	/
C[C@]12CCC(=O)C=C1CC[C@@H]1[C@@H]2CC[C@]2(C)C(=O)CC[C@@H]12
  10	5.0	16%	-15%	5	2.0	-6%	i	0.0	29%	11%	-13%
Cc1cc(OCc2nn[nH]n2)c2c3c(c(=O)oc2c1)CCCC3
  8	/	/	/	7	/	4%	/	/	-16%	15%	/
CCCCOC(=O)C1=C(N)OC2=C(C(=O)CCC2)[C@]12C(=O)N(C)c1ccccc12
  12	/	7%	1%	10	/	-7%	i	/	-6%	8%	6%
N=c1sc2c(n1Cc1ccccc1)CCCC2
  17	/	3%	6%	3	/	-3%	i	/	2%	8%	-4%
OC1(c2ccc(F)cc2)CC2CCC(C1)N2Cc1nnnn1C1CCCCC1 (stereo not given)
  10	/	8%	-6%	0	/	0%	i	/	-23%	6%	9%
CC1CC2(O)c3no[n+]([O-])c3CCC2N1O (stereo not given)
  0	/	10%	-6%	0	/	-9%	i	/	/	11%	-7%
C(#CCN1CCOCC1)COCC#Cc1ccccc1
  8	2.5	5%	-10%	8	0.0	-1%	i	0.5	-1%	13%	-16%
Cc1cc(N)n(C2CCN(C)CC2)n1
  3	/	/	1%	8	/	-6%	i	/	0%	8%	-15%
O=C(NCC(c1cccnc1)N1CCOCC1)Oc1ccccc1 (stereo not given)
  0	/	3%	5%	1	/	1%	i	/	2%	6%	3%

Looked up by compound from above (4):
The line under a structure holds: Spn PMK inh	Spn PMK inh pilot replicates	LYP phosphatase	HPDE-C7 viability	Spn MK inh	Spn MK inh pilot replicates	Bfl-1 inhibitors	Spn DPM-DC inh	Spn DPM-DC inh pilot screen %	HT1080 viability	Alkaline phosphatase	HPDE-C7K KRASV12
OC1(c2ccc(F)cc2)CC2CCC(C1)N2Cc1nnnn1C1CCCCC1 (stereo not given)
  10	/	8%	-6%	0	/	0%	i	/	-23%	6%	9%
O=C(NCC(c1cccnc1)N1CCOCC1)Oc1ccccc1 (stereo not given)
  0	/	3%	5%	1	/	1%	i	/	2%	6%	3%
CN1CCN(c2ccc(NC(=O)C(C)(C)C)cc2)CC1
  0	/	/	2%	14	/	7%	i	/	1%	4%	-2%
CCCCOC(=O)C1=C(N)OC2=C(C(=O)CCC2)[C@]12C(=O)N(C)c1ccccc12
  12	/	7%	1%	10	/	-7%	i	/	-6%	8%	6%

The list continues.
The line under a structure holds: Spn PMK inh	Spn PMK inh pilot replicates	LYP phosphatase	HPDE-C7 viability	Spn MK inh	Spn MK inh pilot replicates	Bfl-1 inhibitors	Spn DPM-DC inh	Spn DPM-DC inh pilot screen %	HT1080 viability	Alkaline phosphatase	HPDE-C7K KRASV12
O=C1C=Cc2ccccc2C1=O
  0	/	6%	/	1	/	/	i	/	/	/	/
Cc1ccc(CS(=O)(=O)CCC(=O)N2CCC3(CC2)OCCO3)cc1
  11	0.0	8%	-15%	7	0.0	4%	i	1.0	-3%	7%	-5%
C[C@H]1CCCC(=O)CCCCCc2cc(O)cc(O)c2C(=O)O1
  0	2.5	/	-4%	4	0.0	3%	i	0.0	/	14%	-11%
C=CCn1c(O)c(C(C)=Nc2ccc(C(=O)OCC)cc2)c(=O)[nH]c1=O
  1	/	13%	0%	4	/	-1%	i	/	-10%	10%	15%
CCN(CC)CCCN=Cc1c(O)n(CCc2ccc(F)cc2)c(=O)[nH]c1=O
  20	/	12%	-12%	8	/	-25%	i	/	-18%	-6%	-11%
CC(C)[C@H]1C(=O)N2CCC[C@H]2[C@]2(O)O[C@](NC(=O)[C@@H]3C=C4c5cccc6[nH]cc(c56)C[C@H]4N(C)C3)(C(C)C)C(=O)N12
  0	4.0	23%	8%	9	2.0	/	i[fluoresces]	100	11%	9%	-1%
CCCC(C)C(=O)NC1CCSC1=O (stereo not given)
  1	/	4%	-5%	0	/	3%	i	/	-4%	8%	0%
CC(=NCCCO)c1c(O)n(Cc2ccccc2)c(=O)[nH]c1=O
  8	7.0	9%	23%	3	0.0	0%	i	0.5	-8%	7%	-1%
CC(C)(C)C(O)C(Oc1ccc(Cl)cc1)n1cncn1 (stereo not given)
  12	3.5	1%	-1%	10	0.5	-6%	i	0.5	-1%	4%	4%
Nc1c(C(=O)NCCc2ccccc2)c2nc3ccccc3nc2n1CCN1CCOCC1
  2	/	-1%	9.4µM*	9	/	-5%	/	/	-4%	11%	10µM*
C[N+]12CCC(CC1)C(C#N)(N1CCOCC1)C2 (stereo not given)
  10	/	/	/	7	/	-12%	i	/	31%	5%	/
COc1ccc(-c2nc(CS(=O)CC(=O)N3CCC4(CC3)OCCO4)c(C)o2)cc1 (stereo not given)
  4	/	/	-21%	3	/	-1%	i	/	21%	1%	-10%
CC(N)C(=O)c1ccco1 (stereo not given)
  11	/	11%	-5%	0	/	5%	i	/	-4%	2%	-6%
COc1ccc2c(c1OC)C(=O)OC2c1c(O)n(Cc2ccc(F)cc2)c(=O)[nH]c1=O (stereo not given)
  0	/	3%	-13%	4	/	1%	i	/	1%	6%	-15%
CCC(=NCCO)c1c(O)n(-c2ccc(Cl)cc2)c(=O)[nH]c1=O
  0	/	14%	1%	6	/	4%	i	/	-6%	13%	28%
CCN(CC)CCCN=Cc1c(O)n(-c2ccccc2F)c(=O)[nH]c1=O
  5	/	-1%	6%	3	/	-7%	i	/	24%	13%	18%
CC12CN3CC(C)(CN(C1)P3(=O)Oc1ccccc1)C2=O (stereo not given)
  12	/	/	-1%	6	/	-6%	i	/	5%	9%	-5%
CCC1(CC)C(=O)NC(=NCCc2c[nH]c3ccccc23)NC1=O
  13	/	13%	2%	0	/	2%	i	/	14%	8%	1%
O=C(c1cccs1)C1CN2CCC1CC2 (stereo not given)
  9	8.0	5%	-9%	6	5.0	0%	i	0.5	4%	9%	-6%
CC12CN3CC(C)(CN(C1)C3c1cccs1)C2 (stereo not given)
  10	/	-10%	-18%	6	/	0%	i	/	14%	4%	-18%
CCC(=NCCOc1ccc(Cl)cc1)c1c(O)n(C)c(=O)n(C)c1=O
  1	/	/	18%	7	/	2%	i	/	8%	2%	13%
CC[N+]1(C)CCCC(OC(=O)C(O)(c2ccccc2)c2ccccc2)C1 (stereo not given)
  8	2.0	22%	8%	10	1.0	-2%	i	1.0	1%	13%	15%
O=c1c2ccccc2nc(-c2ccco2)n1-c1ccc(Br)cn1
  5	/	8%	/	7	/	-4%	i	/	0%	7%	/

Of the compounds above, these contain a furan ring, fused or not.
The line under a structure holds: Spn PMK inh	Spn PMK inh pilot replicates	LYP phosphatase	HPDE-C7 viability	Spn MK inh	Spn MK inh pilot replicates	Bfl-1 inhibitors	Spn DPM-DC inh	Spn DPM-DC inh pilot screen %	HT1080 viability	Alkaline phosphatase	HPDE-C7K KRASV12
CC(N)C(=O)c1ccco1 (stereo not given)
  11	/	11%	-5%	0	/	5%	i	/	-4%	2%	-6%
O=c1c2ccccc2nc(-c2ccco2)n1-c1ccc(Br)cn1
  5	/	8%	/	7	/	-4%	i	/	0%	7%	/

One compound at a time, as listed above. Order of values: Spn PMK inh, Spn PMK inh pilot replicates, LYP phosphatase, HPDE-C7 viability, Spn MK inh, Spn MK inh pilot replicates, Bfl-1 inhibitors, Spn DPM-DC inh, Spn DPM-DC inh pilot screen %, HT1080 viability, Alkaline phosphatase, HPDE-C7K KRASV12
`CCN(CC)CCCN=Cc1c(O)n(-c2ccccc2F)c(=O)[nH]c1=O` is listed with 5, /, -1%, 6%, 3, /, -7%, i, /, 24%, 13%, 18%
`CCC(=NCCOc1ccc(Cl)cc1)c1c(O)n(C)c(=O)n(C)c1=O` is listed with 1, /, /, 18%, 7, /, 2%, i, /, 8%, 2%, 13%

Source: PubChem BioAssay

An excerpt. The share of hits here may be higher or lower than overall.
